# NR2E3 ag-1 – human photoreceptor-specific nuclear receptor agonism; CHO-S Gal4-NCOR/VP16-NR2E3 two-hybrid, luciferase; inhibition of corepressor binding, % at 3.98 µM; 360,000 compounds, 0.35% hits; AID 602229;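 active = inhibition above the mean of all tested compounds plus 3 SD, cut at about 70% in these data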;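 also: 0% = DMSO with NR2E3 transfected cells and 100% = cells lacking NR2E3 construct; higher means lower luciferase signal from less NR2E3 corepressor binding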
# Target sequence (Q9Y5X4 whole entry, looked up, the tested form may be a part): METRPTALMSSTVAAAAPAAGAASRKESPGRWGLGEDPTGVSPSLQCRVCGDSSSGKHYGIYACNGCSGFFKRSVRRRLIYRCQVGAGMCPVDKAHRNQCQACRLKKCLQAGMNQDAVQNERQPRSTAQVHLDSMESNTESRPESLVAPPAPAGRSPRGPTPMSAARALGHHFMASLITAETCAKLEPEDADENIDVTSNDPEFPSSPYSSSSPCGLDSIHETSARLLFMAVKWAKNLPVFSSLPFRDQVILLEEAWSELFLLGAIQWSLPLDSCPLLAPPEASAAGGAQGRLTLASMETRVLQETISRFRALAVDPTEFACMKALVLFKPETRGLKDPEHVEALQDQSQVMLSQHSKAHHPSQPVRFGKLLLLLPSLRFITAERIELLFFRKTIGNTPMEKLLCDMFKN
# CaV13 ICDI inh – Disruptors of the CACNA1D IQ motif to Ca2+-dependent inactivation inhibitor domain association, primary screening, Förster resonance energy transfer in intact living …. HEK cells, CFP/YFP FRET ICDI-IQ, plate reader, 10 min; percent FRET-ratio fall versus neutral wells. inhibition, % at 12.3 µM. 340,000 compounds, 0.098% hits. AID 743397;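 active = mean replicate inhibition of at least 30% and at least 1% of replicates passing that level; inconclusive = only one of the two criteria is met; inactive = neither criterion is met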;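 also: 0% = median of the neutral control wells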
# HIF-2a block – inhibitors of HIF-2a | 360,000 compounds, 0.72% hits | inhibition, % at 18.8 µM | 786-0 RCC cells HIF-2a reporter, luciferase luminescence, overnight;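 active = inhibition of the luminescence signal of 40% or more relative to plate controls, in a single-dose primary screen at 18.75 µM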
# hiPSC survival – enhancers of human iPSC single-cell survival | hiPSC single-cell survival, ATPlite luminescence; 100% = ROCK inhibitor wells, 0% = DMSO | survival enhancement, % at 20 µM | 360,000 compounds, 0.044% hits; in the data active = survival enhancement above about 18%;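 also: cells exposed to compounds for 16 hours before the ATP read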
# Peg3 prom inh – reduces Peg3 promoter-driven luciferase expression in HeLa; HeLa PEG-Prom luciferase reporter, luminescence, overnight; inhibition, % at 20 µM; 360,000 compounds, 1.7% hits; AID 588405;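 active = inhibition of at least 50% at 20 µM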
# Vif imaging – HIV Vif inhibition. HEK293T cells, Vif self-association by quenched fluorescence, imaging, 24 h. inhibition, % at 7.49 µM. 340,000 compounds, 0.35% hits. AID 602346; in the data active = inhibition above about 50%, passing the limit was not always enough; inconclusive = no clear call, values can overlap the other calls; inactive = below about 31%; also: some results filed as inactive read as strong as hits
# PDI inh – PDI (human) enzyme inhibition. PDI insulin aggregation turbidity, A650, 90 min. inhibition, % at 10 µM. 350,000 compounds, 0.052% hits;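 active = mean inhibition across replicates of 30% or more, whatever share of single replicates reach that level; inconclusive = mean inhibition below 30% while every single replicate reaches 30%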;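 also: absorbance from insulin aggregation driven by PDI reduction with DTT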
# Target sequence (P07237 whole entry, looked up): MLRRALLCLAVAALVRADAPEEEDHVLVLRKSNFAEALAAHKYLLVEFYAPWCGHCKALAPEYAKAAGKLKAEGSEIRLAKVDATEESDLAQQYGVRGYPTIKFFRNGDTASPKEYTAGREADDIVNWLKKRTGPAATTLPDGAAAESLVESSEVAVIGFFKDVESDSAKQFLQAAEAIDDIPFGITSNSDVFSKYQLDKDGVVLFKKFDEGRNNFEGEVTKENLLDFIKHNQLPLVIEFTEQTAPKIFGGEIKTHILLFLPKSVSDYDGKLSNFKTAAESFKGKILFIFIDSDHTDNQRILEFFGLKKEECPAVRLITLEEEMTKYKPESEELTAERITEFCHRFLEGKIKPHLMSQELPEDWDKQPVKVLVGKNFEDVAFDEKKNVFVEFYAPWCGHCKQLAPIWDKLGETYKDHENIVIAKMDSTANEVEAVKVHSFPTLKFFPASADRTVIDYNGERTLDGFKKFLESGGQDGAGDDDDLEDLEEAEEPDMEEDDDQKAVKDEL
# aDG glyco act – increases alpha dystroglycan glycosylation; Pro5-aDG cells, alpha-DG glycosylation AlphaScreen (IIH6); 0% Pro5, 100% B10-LARGE cell signal; activation, % at 10 µM; 360,000 compounds, 0.22% hits; AID 624168;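 active = activation of at least 8% versus controls, or a plate z-score of at least 8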;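 also: Pro5 are CHO cells carrying HIG-tagged alpha-DG that lacks glycosylation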
# NR2E3 ag-2 – NR2E3 (human) agonism | AID 2300 | inhibition of corepressor binding, % at 4.78 µM | GST-NR2E3/biotin-RetCOR TR-FRET, 1536-well | Q9Y5X4 | 320,000 compounds, 0.12% hits;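 active = percent inhibition above the cutoff of mean plus 3 SD of all tested compounds, set per screening campaign, cut at about 20% in these data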;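 also: 0% = DMSO wells and 100% = biotin wells as full block of FRET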
#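 Material – GST-tagged NR2E3 plus biotinylated RetCOR corepressor · Quantity – NR2E3 fusion 1.35 nM · Times – 5 h incubation at 4 °C · Medium – pH 7.5 Tris-based buffer · Technique – TR-FRET, Eu(K)-anti-GST donor, streptavidin-D2 acceptor, ex 340, em 617/671 nm · Benchmarks – high control biotin, low control 0.6% DMSO · Format – 1536-well plates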
# MITF TRPM1 inh – reduces MITF-dependent TRPM1 promoter luciferase signal; AID 488899; inhibition, % at 12.5 µM; SK-MEL-5 TRPM1 promoter luciferase, 24 h; 330,000 compounds, 0.83% hits;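 active = mean inhibition across replicates of 60% or more, whatever share of single replicates reaches that level; inconclusive = some that reach 60%, reason not given; inactive = mean inhibition across replicates below 60%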; also: values of inactives mirror those of a sister screen read the other way
# Granule exo inh – blocks lytic granule exocytosis | TALL-104 LAMP-1 surface exposure, flow cytometry; cells stimulated with thapsigargin and PMA | inhibition, % at 10 µM | 360,000 compounds, 0.66% hits | AID 651702;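 active = inhibition above about 55%, limit read from the data; inconclusive = no clear call, values can overlap the other calls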
# Active calls of the source: *; ? = inconclusive; nt = not tested or not shown.
SMILES,NR2E3 ag-1,CaV13 ICDI inh,HIF-2a block,hiPSC survival,Peg3 prom inh,Vif imaging,PDI inh,aDG glyco act,NR2E3 ag-2,MITF TRPM1 inh,Granule exo inh
N#CC1=C(S)N(c2ccccc2)C(c2ccc(-c3ccc(Cl)c(Cl)c3)o2)NC1=O (configuration not stated),-24.5,-5.0,-9.7,0.5,-15.8,-0.7,16.2,0.0,-0.6,4.1,11.3
CCCCCc1c(-c2ccc(F)cc2F)ncn1CCc1ccccc1OC,-19.5,-9.9,0.8,0.5,nt,nt,nt,0.3,nt,nt,21.0
Cc1cccc(C)c1NC(=O)/C(C#N)=C/c1ccc(-c2ccc(C(=O)O)cc2)o1,-66.6,-7.7,-181.3,0.2,-125.7,17.7,-13.2,0.2,-0.8,-112.2,-4.2
CCOC(=S)SCC(=O)N1CCc2cc(OC)ccc2C1C1C(=O)CCCC1=O (configuration not stated),-0.9,-7.2,20.9,0.1,17.9,4.4,9.4,-0.3,2.8,16.2,1.6
COc1ccc(C(=O)C2C(c3ccc(-c4ccccc4[N+](=O)[O-])o3)NC(=O)NC2(O)C(F)(F)F)cc1 (configuration not stated),-7.1,-5.5,22.0,3.1,22.9,7.9,-4.2,0.2,-3.6,-22.7,-0.6
CCOc1ccc(S(=O)(=O)N2CCCCC2)cc1NC(=O)c1cccnc1OCC,-16.3,-2.7,9.2,-0.5,10.3,-2.8,4.5,0.3,nt,29.3,-11.2
CS(=O)(=O)NN1C(=O)c2ccccc2NC12CCCC2,3.6,-2.6,14.0,4.7,7.2,2.0,1.0,0.3,10.2,8.2,-1.1
O=C(CCCN1C(=O)/C(=C\c2cccs2)SC1=S)Nc1cc([N+](=O)[O-])ccc1O,5.3,-6.3,6.7,0.3,40.1,-18.9,-0.6,-0.1,1.9,-9.6,0.1
O=C(CC1C(=O)NCCN1C(=O)Nc1ccccc1)Nc1cccc(Cl)c1 (configuration not stated),-25.6,4.3,0.8,-0.6,16.6,1.7,14.2,-0.3,0.0,-0.4,-0.3
CCCCC(=O)Nc1nc2c(OC)ccc(OC)c2s1,3.4,-5.0,-10.1,-1.4,8.9,-19.8,nt,-0.4,1.1,nt,-9.3
CNC(=S)NNc1nncc2ccccc12,-19.9,-6.5,-19.6,0.2,-4.6,2.9,2.3,0.2,-6.6,3.2,-2.7
COc1cc(-c2c(CCO)sc3ccccc23)cc(OC)c1OC,-37.9,-7.0,-5.2,-0.4,nt,nt,nt,-0.1,nt,nt,3.5
Cc1noc(C)c1COC(=O)CNC(=O)c1cccc(F)c1,-15.4,7.3,7.5,1.6,-2.5,-0.7,6.3,0.2,-0.4,5.2,0.6
CC(C)(C)CN1CCNC(=O)C1CC(=O)NCCc1cnn(-c2ccccc2)c1 (configuration not stated),-9.1,-4.1,2.4,0.6,-1.1,nt,0.9,0.0,1.0,2.3,-3.5
O=S1(=O)N[C@@H](c2ccccc2)COc2cc(Br)ccc21,-3.3,-3.4,8.9,1.9,-3.4,nt,0.1,0.3,nt,nt,-9.9
O=C(NC(=S)Nn1cnc2c(cnn2-c2ccccc2)c1=O)c1ccc(Cl)cc1,-4.7,-5.2,7.9,-0.3,-7.2,-3.5,16.1,-0.3,-1.9,-4.9,-2.3
CC(C)c1ccccc1-n1c(-c2cccnc2)n[nH]c1=S,-21.4,-9.0,8.9,0.1,1.2,2.3,-0.6,0.0,5.3,2.4,-2.6
COCCSc1nnc(NC(=O)c2ccc([N+](=O)[O-])cc2)s1,0.6,-0.9,-34.9,-0.1,-25.4,-6.3,1.0,0.0,6.1,-16.3,-1.6
Cc1ccc(C(C(=O)NCc2ccccc2)N(C(=O)c2csnn2)c2cccc3ccccc23)o1 (configuration not stated),-4.1,nt,13.2,0.3,27.3,-2.0,6.1,0.2,-3.1,15.8,6.8
Cc1ccc(/C=C/C(=O)OCC(=O)NC(=O)NCc2ccco2)cc1,0.2,-5.3,8.0,1.4,0.5,8.6,-10.8,-0.1,5.2,-0.3,4.5
O=C(COc1ccc2ccc(=O)oc2c1)Nc1ccc(CCO)cc1,-29.9,-2.5,-51.8,-0.1,-22.7,5.9,4.5,0.6,1.0,-14.3,-4.4
CCc1ccc(NC(=O)CCC(=O)Nc2nnc(C(F)(F)F)s2)cc1,0.1,-7.1,-64.3,-0.3,-57.3,-0.9,0.3,-0.2,-2.4,-44.2,-2.4
Cc1nc(N2CCN(Cc3ccc4c(c3)OCO4)CC2)c2oc3ccccc3c2n1,-25.4,1.8,-32.5,-0.3,9.1,-9.8,4.4,0.2,nt,13.4,8.4
C=CCn1c(SCC(=O)Nc2cc(C)on2)nc2sc(CC)cc2c1=O,5.7,nt,13.0,-0.6,9.8,8.7,-7.4,0.0,-2.3,2.5,-1.7
C=C(Cl)COc1cc(C)cc2oc(=O)cc(CC)c12,-38.0,-5.3,14.5,4.7,-4.5,1.1,6.7,0.0,1.0,6.5,2.5
SMILES,NR2E3 ag-1,CaV13 ICDI inh,HIF-2a block,hiPSC survival,Peg3 prom inh,Vif imaging,PDI inh,aDG glyco act,NR2E3 ag-2,MITF TRPM1 inh,Granule exo inh
O=C(C[n+]1cccc2ccccc21)c1ccc(Br)cc1,-53.5,-28.7,-21.9,0.3,0.3,93.0*,16.3,-0.1,2.0,13.1,-3.1
Cc1ccc(CSc2nc3ccccc3c(=O)[nH]2)cc1,-41.8,-6.7,-138.0,-0.2,-67.6,4.8,-0.6,0.0,3.1,-21.7,3.2
O=C(NCc1ccncc1)C1CCN(S(=O)(=O)Cc2ccccc2)CC1,9.3,-2.7,13.2,-0.9,-3.1,5.2,-0.7,0.0,0.6,3.5,2.0
COc1ccc(CCC(=O)Nc2ccc(S(=O)(=O)Nc3nccc(C)n3)cc2)cc1,-3.8,-7.5,16.0,-0.3,-3.3,?,-21.4,-0.1,1.2,-7.1,12.0
Cc1ccc(-c2noc(CCC(=O)NCc3ccccc3CN3CCOCC3)n2)cc1,10.8,-2.7,-9.9,-0.5,4.4,-1.2,-2.8,0.2,-2.0,-4.3,-10.9
CN(CC(=O)Nc1ccccc1C(F)(F)F)C(=O)Cc1ccc(S(=O)(=O)N2CCOCC2)s1,-11.9,-5.9,4.6,0.0,1.1,2.8,15.1,-0.3,-0.7,-11.1,0.5
O=c1[nH]c2c(n(C3CCCCC3)c1=O)CCC2,3.2,1.1,0.8,-2.0,8.2,-4.5,8.0,-0.2,0.2,1.9,-0.2
CSC1=NCCN1C(=O)c1ccc(S(=O)(=O)N2CCCCC2)cc1,0.3,-2.6,-8.1,4.1,-6.1,4.1,nt,0.0,1.4,-1.2,5.7
Cc1ccc(S(=O)(=O)N2CCOCC2)cc1NC(=O)COC(=O)CCc1c[nH]c2ccccc12,16.6,-6.2,11.5,1.5,8.1,4.7,17.7,-0.1,nt,0.3,0.0
CC(=O)Nc1ccc2c(COC(=O)[C@H](C)N3C(=O)C4CCCCC4C3=O)cc(=O)oc2c1 (some centres not stated),-1.4,-15.9,22.4,1.1,0.2,5.5,-0.6,-0.2,0.8,3.4,4.3
COc1ccc2nc(Nc3nc4cc5c(cc4s3)OCCO5)sc2c1,-121.3,-2.9,-174.7,-1.6,-206.1,-6.2,1.7,0.5,-0.6,-13.4,-0.1
COc1ccc(OC)c(-c2csc(N(Cc3ccco3)C(=O)c3ccco3)n2)c1,-3.0,-5.1,-0.8,0.3,23.6,-9.4,-4.6,0.3,1.4,9.8,2.9
O=C(Nc1ccc(Cl)c(S(=O)(=O)N2CCCCC2)c1)c1ccco1,-16.5,-5.5,-25.5,-0.6,2.7,-2.4,4.2,-0.1,-0.5,-5.7,-1.2
CC(C)n1c(-c2cccs2)nc2ccccc21,-2.5,nt,9.7,2.2,19.2,-6.0,-2.5,0.0,1.3,-2.4,0.7
COC(=O)c1[nH]c2cc(OC)ccc2c1NC(=O)CCN1CCCCC1,-11.1,0.3,10.2,-2.2,7.6,28.1,3.2,0.1,-1.0,-4.1,-5.6
COC(=O)[C@@H]1C[C@@H](C(=O)O)[C@H](C)C1(C)C,-7.3,-5.2,7.5,3.7,10.6,0.2,-9.8,0.1,0.9,2.2,-1.6
CC(C)(C)SCCNS(=O)(=O)c1ccc2ccccc2c1,7.6,-5.5,6.0,4.1,9.5,-16.7,-8.0,0.0,-1.6,-4.7,0.4
O=C(NCCc1c[nH]c2ccccc12)C(=O)NCC1OCCN1S(=O)(=O)c1ccc(F)cc1 (configuration not stated),-32.5,-6.9,7.2,5.4,10.9,-1.0,nt,-0.1,4.9,nt,-1.2
CCCc1n[nH]c2c1C(=O)C(C(=O)OC)C(C)(C)C2 (configuration not stated),-11.2,-5.3,17.2,2.2,1.8,1.9,6.8,-0.2,1.9,4.4,-0.7
Cc1ccc(-c2cc(-c3ccccc3)nc(NN)n2)cc1,-24.0,-2.1,-10.1,-0.5,4.2,1.5,4.7,0.2,2.0,10.9,-17.3
COc1cccc(-c2cc(C(=O)Nc3cc(C)on3)no2)c1,1.5,-5.0,-166.2,-0.9,-149.7,13.5,0.1,0.5,-38.1,-61.1,-0.2
COC(=O)c1ccc(-n2c(C)cc(C(=O)COC(=O)CNS(=O)(=O)c3ccc(C)cc3)c2C)cc1,-15.2,-4.8,13.5,5.5,2.5,nt,-2.9,-0.2,-0.1,0.4,0.1
CC1=C(C(=O)N2CCOCC2)CC(CC(=O)NCCN2CCOCC2)C(=O)N1CCC1=CCCCC1 (configuration not stated),-21.9,-5.7,0.7,0.1,13.7,-4.4,-4.3,0.5,nt,nt,3.5
COc1ccc(C(=O)Oc2coc(CSc3nnc(NC(=O)c4cccs4)s3)cc2=O)cc1,-13.6,-4.5,-2.7,-1.2,1.0,3.6,-9.0,-0.1,-0.9,-3.4,-0.6
CN(C(=O)COC(=O)CSc1ccccc1)c1c(N)n(Cc2ccccc2)c(=O)[nH]c1=O,19.8,-5.5,7.8,-1.2,2.1,nt,3.6,0.8,nt,nt,-0.8
COCCCN1CC(=O)N2C(c3ccccc3)c3[nH]c4ccccc4c3C[C@H]2C1=O (some centres not stated),-18.9,-5.4,22.1,0.3,22.8,nt,3.9,-0.1,-1.4,-4.2,3.2
O=C(COc1ccc(Cl)cc1)NCc1nnc(SCC(=O)NC2CCCCC2)o1,-7.8,-4.3,9.3,-0.9,17.4,15.2,-3.4,-0.2,-1.7,2.8,-0.4
Cc1cc(C(=O)OCC(=O)Nc2ccc(F)c(F)c2F)c(C)o1,-3.8,-6.8,-16.3,3.8,-10.3,-1.6,-1.7,-0.1,2.3,-0.9,34.0
